Source: PubChem
PPC-1+TRAIL kill – PPC-1 cancer cell killing with TRAIL present. PPC-1 cells + TRAIL, ATPLite viability luminescence. cell killing (% activity), % at 4 µM. actives 0.41% (n = 220,000). AID 1443;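 active = cell killing above 50% in the first pass at 4 µM, then a duplicate retest at 5 µM averaging 50% or more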;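 also: plate controls were cells with TRAIL plus DMSO for no effect and medium-only wells lacking cells for full effect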
EP2 antag – inhibitors of human EP2 prostaglandin E2 receptor; actives 0.52% (n = 260,000); C6 glioma cells expressing human EP2, cAMP TR-FRET; cells stimulated with saturating PGE2; P43116; inhibition, % at 25 µM; AID 1422;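 active = percent inhibition above 40 after rounding to a whole number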;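 also: rat C6 glioma host cells with rolipram phosphodiesterase inhibitor present; the protocol text gives 20 µM as final concentration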
Target sequence (P43116 whole entry, looked up): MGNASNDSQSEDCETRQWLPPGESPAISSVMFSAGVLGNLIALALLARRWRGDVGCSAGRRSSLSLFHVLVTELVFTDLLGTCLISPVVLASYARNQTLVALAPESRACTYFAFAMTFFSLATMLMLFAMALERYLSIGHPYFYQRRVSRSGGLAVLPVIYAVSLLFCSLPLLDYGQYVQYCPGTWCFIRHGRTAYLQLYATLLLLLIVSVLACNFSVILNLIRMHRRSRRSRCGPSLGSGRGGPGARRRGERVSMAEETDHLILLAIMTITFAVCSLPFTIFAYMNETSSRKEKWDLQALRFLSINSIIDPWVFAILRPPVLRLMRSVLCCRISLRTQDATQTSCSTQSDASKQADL
FXIIa inh 1536 – factor XIIa (human) inhibition; actives 0.3% (n = 220,000); P00748; purified FXIIa, Boc-QGR-AMC fluorogenic substrate, 2 h; inhibition, % at 5 µM; in the data active = inhibition above about 40%;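 also: 0% = enzyme with no compound and 100% = blank without enzyme; many of its hits are not listed in these tables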
TNF necrop inh – blocks TNF-alpha induced death of Jurkat FADD-/- cells; activation (protection from cell death), % at 10 µM; AID 463075; Jurkat FADD-/- TNF necroptosis rescue, ATP luminescence, 24 h; 0 = TNF only, 100 = no-TNF cells; actives 0.068% (n = 220,000);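 active = activation, meaning protection from cell death, of at least 50% relative to plate controls; inactive = activation below 50%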;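 also: necroptosis triggered by 40 ng/mL TNF-alpha added together with compound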
Tb hexokinase – blocks Trypanosoma brucei hexokinase 1 activity. recombinant TbHK1, G6PDH-coupled NADH A340. inhibition, % at 10 µM. actives 0.11% (n = 220,000). AID 1430;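 active = inhibition of 50% or more in the single-dose primary screen; inactive = inhibition below 50%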
FXIa inh – inhibitors of human coagulation factor XIa | actives 0.14% (n = 220,000) | purified FXIa, Boc-Glu-Ala-Arg-AMC fluorogenic substrate | inhibition, % at 5 µM;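 active = inhibition of at least 40%; inactive = inhibition below 40%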;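 also: fluorescence of freed AMC excited at 355 nm; 0% = enzyme without compound and 100% = no enzyme blank; many of its hits are not listed in these tables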
Target sequence (P03951 19-387 limits assumed): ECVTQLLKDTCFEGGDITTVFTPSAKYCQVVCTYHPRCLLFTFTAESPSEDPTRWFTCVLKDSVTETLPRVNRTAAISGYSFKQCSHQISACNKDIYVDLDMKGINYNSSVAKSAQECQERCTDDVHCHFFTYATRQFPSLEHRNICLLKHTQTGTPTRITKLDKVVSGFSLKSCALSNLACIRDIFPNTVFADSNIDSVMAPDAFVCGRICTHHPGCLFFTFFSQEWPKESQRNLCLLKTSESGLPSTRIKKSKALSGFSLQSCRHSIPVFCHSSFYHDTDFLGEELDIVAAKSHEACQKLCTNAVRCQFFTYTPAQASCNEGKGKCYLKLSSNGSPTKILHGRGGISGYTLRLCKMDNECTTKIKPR
Target sequence (P03951 388-625 limits assumed): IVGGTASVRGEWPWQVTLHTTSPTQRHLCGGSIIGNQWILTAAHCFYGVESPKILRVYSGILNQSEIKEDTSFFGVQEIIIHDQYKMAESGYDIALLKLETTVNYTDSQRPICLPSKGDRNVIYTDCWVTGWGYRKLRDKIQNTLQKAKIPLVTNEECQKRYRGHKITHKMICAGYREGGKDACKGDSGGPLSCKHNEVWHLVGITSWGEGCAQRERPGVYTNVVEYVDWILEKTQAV
CHOP inh – CHOP inhibition in unfolded protein response | CHO-K1 CHOP-promoter luciferase, tunicamycin-induced, 15-18 h | inhibition, % at 10 µM | actives 3.8% (n = 220,000) | AID 2732;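 active = compounds that reduced the stress-induced luciferase reporter signal by more than about 70% of percent inhibition, limit read from the data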;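 also: 0% = tunicamycin plus vehicle and 100% = wells without tunicamycin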
zVAD death inh – blocks zVAD induced death of L929 cells. L929 zVAD necroptosis rescue, ATP luminescence, 24 h; with zVAD 60 µM. viability rescue, % at 10 µM. actives 0.38% (n = 220,000). AID 1377;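 active = activation, scaled between plate controls, above about 75%, limit read from the data; inactive = activation under that limit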;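 also: 0% = zVAD with DMSO and 100% = DMSO alone without zVAD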
Wee1 degr inh – inhibitors of human Wee1 degradation | HeLa Luc-Wee1K328M stability, luciferase luminescence; 100% = proteasome inhibitor MG132 effect | reporter increase, % at 5 µM | actives 1.2% (n = 220,000) | P30291;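 active = activation above the mean of all tested compounds plus 3 SD, set per screening run, cut at about 8.8% in these data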;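 also: cells exposed to compound for 20 h before luminescence read; 0% = DMSO alone and 100% = MG132 at 30 µM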
* marks the source's active call; other numbers are inactive results; · = no result given; & = joins results of further samples. The list is partial, so the mix of outcomes need not match the whole.

SMILES	PPC-1+TRAIL kill	EP2 antag	FXIIa inh 1536	TNF necrop inh	Tb hexokinase	FXIa inh	CHOP inh	zVAD death inh	Wee1 degr inh
Cc1ccc(-n2c(C)c3c(C)nnc(C)c3c2C)cc1C	0	26	11	-0.2	-3	6	-8	0.0	-1
CCC(CC)N1CCN(CC2CC=CCC2)CC1 (stereo unspecified)	10	6	6	-0.2	4	-8	12	0.3	-3
Cn1cccc1/C=N/NC(=O)CNc1cccc2ccccc12	-4	15	3	0.8	-30	17	11	1.8	-1
COC(=O)N/N=C(\CCC(=O)O)c1cccs1	7	11	7	2.2	-10	7	18	0.9	1
Cc1ccc(C(=O)Nc2onc(C)c2C#N)cc1	11	11	15	-2.2	-12	1	3	1.2	2
CCOC(=O)C1=C(C)N=c2s/c(=C\c3ccc(OC(C)=O)c(OCC)c3)c(=O)n2C1/C=C/c1ccccc1 (stereo unspecified)	-6	12	8	-5.4	-16	5	-27	0.1	-3
Cc1cc(C)n2ncnc2n1	0	10	15	0.0	-2	2	15	-0.5	-1
COCCCn1c(SCC(=O)Nc2cccc(C(=O)OC)c2)nnc1-c1ccncc1	8	4	7	0.3	29	-4	-6	-0.1	0
CC(C)(C)NC(=O)NC(=O)COC(=O)c1c(F)cccc1Cl	13	11	·	3.5	-5	-5	0	53	-2
Cc1ccc(S(=O)(=O)NCCC2(C(C)C)CCOC(C)(C)C2)cc1 (stereo unspecified)	25	12	6	-1.4	0	2	40	-0.6	0
Cc1cccc(C)c1NC(=O)NC1CC2CCC(C1)N2Cc1cccs1 (stereo unspecified)	9	4	9	-3.4	-5	3	41	0.4	-2
CN(C)C(=O)c1cc2cc(Br)ccc2s1	16	4	1	-0.7	1	-4	12	3.8	-3
O=C(CN1CCCCCCC1)Nc1cccc(Cl)c1Cl	-33	7	7	-0.5	0	-1	29	2.1	-3
Cc1nc(NC2=NCN(CCN3CCOCC3)CN2)nc2c(C)cccc12	·	8	·	0.6	-7	·	·	0.0	-1
Cc1ccc(S(=O)(=O)Nc2ccc(N3CCOCC3)cc2)cc1[N+](=O)[O-]	-9	7	3	1.8	-5	-3	-9	3.7	-3
O=C(Cn1c(=O)c2sccc2n(Cc2ccc([N+](=O)[O-])cc2)c1=O)NCCc1ccccc1	21	5	8	0.9	1	-2	-7	0.7	3
Cn1c(CCN2CCCCC2)nc2cc(NC(=O)Nc3ccccc3)ccc21	-28	13	10	4.4	3	4	-19	0.3	3
O=C(/C=C/c1cccc(F)c1)Nc1cc(S(=O)(=O)N2CCOCC2)ccc1N1CCCC1	32	2	7	4.3	-3	-2	19	-0.2	0
COc1cccc(-c2cc(C(=O)N3CCN(c4ncccn4)CC3)c3ccccc3n2)c1	47	·	-4	-10	-9	1	18	-1.2	5
CCCSc1nsc(NC(=O)C(c2ccccc2)c2ccccc2)n1	-2	13	9	1.0	1	-3	93*	-0.5	-2
N#C/C(C(=O)N1CCCCC1)=C1/N=C(N)c2ccccc21	9	10	11	0.5	9	4	8	0.7	1
Cc1cc(/C=N/NC(N)=S)c(C)n1-c1ccc(Cl)c(Cl)c1	38	7	14	-5.8	27	-1	27	-0.2	-3
CCC(C)NS(=O)(=O)c1ccc(OCC(=O)Nc2ccc(F)cc2F)cc1 (stereo unspecified)	17	10	9	-1.1	2	7	23	1.8	-1
Cc1oc(C(C)(C)C)cc1C(=O)N1CCN(C(c2ccccc2)c2ccccc2)CC1	10	18	0	0.6	-6	-1	4	0.1	-1
COc1ccc(-c2n[nH]c(=S)n2/N=C/c2cccn2C)cc1	10	8	7	-0.2	-2	1	-16	0.3	3
Cc1ccc2[nH]c(SCC(=O)N3CCOCC3)nc2c1C	20	12	16	0.1	1	-2	-30	0.4	5
O=C1N/C(=C\c2ccc(O)cc2)C(=O)c2ccccc21	8	7	-7	-23	5	-2	7	-0.1	0
Cc1nn(-c2ccccc2)c(C)c1/C=C/C(=O)OCC(=O)N(C)C1CCS(=O)(=O)C1 (stereo unspecified)	-8	12	-6	1.6	-6	-1	12	0.8	-2
CC1CCCC(NC(=S)Nc2ccc(SC(F)F)cc2)C1C (stereo unspecified)	10	16	12	-11	-4	3	26	1.4	-2
Cc1ccc(Nc2nc3nonc3[nH]c2=O)cc1	11	6	3	0.0	-3	-2	-25	0.2	-1
O=C(Nc1ccc(S(=O)(=O)N2CCCC2)cc1)C1CCCN1C(=O)c1cccs1 (stereo unspecified)	6	4	7	2.1	0	-3	16	3.8	-1
COc1ccc(CCNC(=O)c2noc3c2CCCC3)cc1OC	0	6	7	1.1	1	-3	-14	3.7	0
COc1ccc(NS(=O)(=O)c2ccc(Cl)c(N)c2)cc1Br	29	2	7	5.4	0	-3	10	0.0	-1
COc1ccc(Br)c(C(=O)NC(C)(C)CO)c1	2	11	5	0.1	8	6	8	-0.2	-1
CCOC(=O)C1CCCN(C(=O)c2cc(=O)c3ccccc3o2)C1 (stereo unspecified)	6	7	-27	0.0	-1	-15	-16	0.0	-2
CC1CCN(Cc2nc(-c3ccc(Cl)cc3)no2)CC1	-17	12	0	2.3	8	-14	-13	1.2	9.0*
Cc1ccc(NC(=S)Nc2ccc3[nH]c(=O)[nH]c3c2)cc1C	6	10	8	-5.2	-9	3	14	1.4	-3
CC(C)(C)CC(=O)NCCc1csc(-c2ccccc2)n1	11	3	8	-0.9	3	-2	3	-0.8	-3
Cc1cc(C)c2nc3s/c(=C/c4ccc5c(c4)n(C)c(=O)n5C)c(=O)n3c2c1	14	·	-2	2.1	-3	-6	-14	2.5	3
CC(C)c1nnc(NC(=O)c2cccc(-n3cnnn3)c2)s1	-14	9	15	-3.2	-7	6	6	0.6	-1

12 neighbouring compounds from above, for reference:
SMILES	PPC-1+TRAIL kill	EP2 antag	FXIIa inh 1536	TNF necrop inh	Tb hexokinase	FXIa inh	CHOP inh	zVAD death inh	Wee1 degr inh
CC1CCCC(NC(=S)Nc2ccc(SC(F)F)cc2)C1C (stereo unspecified)	10	16	12	-11	-4	3	26	1.4	-2
Cc1ccc(Nc2nc3nonc3[nH]c2=O)cc1	11	6	3	0.0	-3	-2	-25	0.2	-1
O=C(Nc1ccc(S(=O)(=O)N2CCCC2)cc1)C1CCCN1C(=O)c1cccs1 (stereo unspecified)	6	4	7	2.1	0	-3	16	3.8	-1
COc1ccc(CCNC(=O)c2noc3c2CCCC3)cc1OC	0	6	7	1.1	1	-3	-14	3.7	0
COc1ccc(NS(=O)(=O)c2ccc(Cl)c(N)c2)cc1Br	29	2	7	5.4	0	-3	10	0.0	-1
COc1ccc(Br)c(C(=O)NC(C)(C)CO)c1	2	11	5	0.1	8	6	8	-0.2	-1
CCOC(=O)C1CCCN(C(=O)c2cc(=O)c3ccccc3o2)C1 (stereo unspecified)	6	7	-27	0.0	-1	-15	-16	0.0	-2
CC1CCN(Cc2nc(-c3ccc(Cl)cc3)no2)CC1	-17	12	0	2.3	8	-14	-13	1.2	9.0*
Cc1ccc(NC(=S)Nc2ccc3[nH]c(=O)[nH]c3c2)cc1C	6	10	8	-5.2	-9	3	14	1.4	-3
CC(C)(C)CC(=O)NCCc1csc(-c2ccccc2)n1	11	3	8	-0.9	3	-2	3	-0.8	-3
Cc1cc(C)c2nc3s/c(=C/c4ccc5c(c4)n(C)c(=O)n5C)c(=O)n3c2c1	14	·	-2	2.1	-3	-6	-14	2.5	3
CC(C)c1nnc(NC(=O)c2cccc(-n3cnnn3)c2)s1	-14	9	15	-3.2	-7	6	6	0.6	-1

Next structures follow:
SMILES	PPC-1+TRAIL kill	EP2 antag	FXIIa inh 1536	TNF necrop inh	Tb hexokinase	FXIa inh	CHOP inh	zVAD death inh	Wee1 degr inh
CCc1cccc2c1NC(=O)C2(O)CC(=O)c1cccs1 (stereo unspecified)	-16	4	·	0.4	-4	-6	11	2.7	-1
CC(=O)c1ccc(C(=O)N2CCc3c([nH]c4ccccc34)C2c2ccccn2)s1 (stereo unspecified)	12	4	8	2.0	4	-3	-22	0.0	-2
COc1cccc(N2CCN(C(=O)C3CCCN(S(=O)(=O)c4cnc[nH]4)C3)CC2)c1 (stereo unspecified)	11	20	12	-0.5	0	4	14	1.1	-1
COc1ccc(OCC(=O)N/N=C/c2ccc(O[C@@H]3O[C@H](CO)[C@@H](O)[C@H](O)[C@H]3O)cc2)cc1	-16	0	8	-1.6	-1	6	-1	-0.3	2
O=C(O)c1cccnc1-c1ncccc1C(=O)O	12	12	7	0.4	1	1	2	0.0	-2
COc1ccc(S(=O)(=O)Nc2ccccc2OC)cc1NC(=O)CC1CC2CCC1C2 (stereo unspecified)	32	5	10	2.2	-4	2	45	0.6	1
N#C/C(=C\c1ccccc1)C(=O)NCCN1CCOCC1	-3	6	13	1.6	-6	1	-7	4.2	1
O=C(NCCc1ccc(F)cc1)c1cc(-c2ccncc2)nc2ccccc12	5	17	1	1.0	-10	0	4	1.4	7
Cc1ccc(C(=O)NCC2(c3ccccc3)CCCC2)cc1	-2	9	4	-7.0	2	-8	33	-0.2	0
COc1cc2c(cc1NC(=O)C(C)NCc1ccccc1)oc1ccccc12 (stereo unspecified)	2	8	8	4.6	1	20	-22	6.1	1
COc1ccc(CN2C(=O)NC3(CCCC3)C2=O)cc1F	8	7	-1	3.2	-6	-5	20	3.1	0
COc1ccccc1CNS(=O)(=O)c1ccc(NC(C)=O)cc1	12	3	12	-2.4	5	0	38	0.0	3
O=C(CNC1CCCC1)Nc1ccc(N2CCCCCC2)cc1	28	9	8	3.3	1	-1	23	46	0
C/C(CCCO)=N/Nc1ccc([N+](=O)[O-])cc1[N+](=O)[O-]	6	4	7	-1.2	-28	3	24	-0.8	0
Cc1ccc(N2CC(C(=O)OCC(=O)Nc3ccccc3F)CC2=O)cc1 (stereo unspecified)	-6	6	8	-3.8	4	1	-7	1.8	1
CCCCn1cnc2c([nH]c3cc(OC)ccc32)c1=O	-12	6	9	0.6	3	0	46	0.6	0
COCCCn1c(=S)[nH]c(C)c(C)c1=O	6	15	3	0.1	-8	-9	9	-0.2	-2
CC1(C)CC(NC(=O)C23CCC(C)(/C(=N/O)C2)C3(C)C)CC(C)(C)N1 (stereo unspecified)	14	6	·	1.3	0	·	·	2.8	-1
COCc1cc(Sc2ccc(Cl)cc2)nc(-c2ccccc2)n1	16	2	10	-2.7	6	4	-8	0.2	-1
O=C(Nc1nnc(C2=COCCO2)o1)c1ccc(Cc2ccccc2)cc1	8	7	13	0.6	6	3	4	1.5	4
Cc1nn(-c2ccccc2)c(Cl)c1C(=O)OC(C)C(=O)Nc1ccc2c(c1)OCO2 (stereo unspecified)	4	7	18	0.5	-2	17	44	0.0	3
Cc1cccc(C(=O)Nc2nnc(-c3cccnc3)o2)c1	-7	11	5	0.0	-12	6	-19	-0.2	0
CCC1(C)N=c2c(c(=O)n(C)c(=O)n2C)=NO1 (stereo unspecified)	6	10&12	10	-0.3	-7	6	-1	0.6	1
